Screening results from PubChem.
Caspase-1 inhib – allosteric or competitive inhibitors of human caspase-1; 75,000 tested, 0.03% active; Caspase-1 enzyme, Ac-WEHD-AFC fluorogenic rate; P29466; AID 900; Potency, µM (series often up to 57.5 µM), for the others: at the highest dose activity change, negative = inhibition, most hits filed as inhibitors;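 further: potency means the concentration at half of the fitted maximal effect; plate controls were vehicle for no effect and no substrate for full effect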
TexasRed autofl – Texas Red region autofluorescence. Compound fluorescence, Texas Red channel, 547/618 nm; stronger effect = higher value. 59,000 tested, 0.06% active. AID 587. max dye-equivalent concentration, M; in the data active means max dye-equivalent concentration above about 10 nM; inconclusive means between about 1.1 nM and that limit
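Pin-transferred compounds and Texas Red standards go into 100 mM Tris buffer, pH 8.0. After 15 min at room temperature, plates are imaged with 547/618 nm filters. Each value is a dye-equivalent concentration derived from the per-plate dye curve.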
USP2a inhib – inhibitors of human ubiquitin-specific protease USP2a; USP2a enzymatic assay, qHTS inhibition; AID 927; 60,000 tested, 0.1% active; Potency, µM (series often up to 38.3 µM), without a hit: at the top dose activity change, negative = inhibition, actives largely listed as inhibitors; O75604;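 further: potency means the concentration at half of the fitted maximal effect; nearly all actives have a fitted effect of over 60% in size; plate controls were DMSO for no effect and NEM full inhibition control for full effect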
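Inhibition is measured in a cell-free coupled assay with 20 nM USP2 core, 20 nM Ub-PLA2 and 20 uM NBD C6-HPC, 2.5 h incubation. Activity normalized to NEM control.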
FLuc inh – blocks Photinus pyralis firefly luciferase activity; P08659; purified firefly luciferase, luminescence, 8 min; Potency, µM (doses to about 57.1 µM), inactives show at the highest dose activity change, negative = inhibition, most hits filed as inhibitors; 72,000 tested, 2.2% active; AID 411; further: potency means the concentration at half of the fitted maximal effect; on the % scale 0 is the no-effect control and ±100 the full control effect; nearly all actives have a fitted effect of over 40% in size
Target sequence (P08659 whole entry, looked up): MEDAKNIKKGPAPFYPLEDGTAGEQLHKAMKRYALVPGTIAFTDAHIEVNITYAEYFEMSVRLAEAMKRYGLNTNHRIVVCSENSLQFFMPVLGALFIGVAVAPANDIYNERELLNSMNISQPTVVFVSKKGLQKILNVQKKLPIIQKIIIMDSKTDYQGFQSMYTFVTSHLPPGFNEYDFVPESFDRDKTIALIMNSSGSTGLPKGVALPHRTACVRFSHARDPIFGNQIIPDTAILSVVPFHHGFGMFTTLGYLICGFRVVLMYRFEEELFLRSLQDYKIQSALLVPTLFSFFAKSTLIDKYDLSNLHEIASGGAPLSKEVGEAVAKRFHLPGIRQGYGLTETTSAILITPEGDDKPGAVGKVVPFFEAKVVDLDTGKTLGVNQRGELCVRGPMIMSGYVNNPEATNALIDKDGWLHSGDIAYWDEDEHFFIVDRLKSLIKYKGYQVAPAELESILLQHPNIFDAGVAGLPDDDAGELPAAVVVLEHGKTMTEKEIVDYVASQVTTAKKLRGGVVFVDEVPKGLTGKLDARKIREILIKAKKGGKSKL
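Here, luciferase activity is measured as luminescence following an 8 min room-temperature reaction at 10 uM ATP, pH 7.2. Every library sample is titrated.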
HEK293 cAMP cs – raises cAMP in parental HEK293 cells, TSHR agonist counter-screen | parental HEK293 CNG cAMP sensor, membrane potential fluorescence | Potency, µM (series often up to 57.1 µM), inactives show at the highest dose activation, actives largely listed as activators | 73,000 tested, 2.5% active; further: potency means the concentration at half of the fitted maximal effect; % of control where 0% means no effect; nearly all actives have a fitted effect of over 55% in size
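Counterscreen for endogenous-receptor signalling: CNG-channel HEK 293 cells report cAMP rise by membrane depolarization. After 60 min dye equilibration with 100 uM RO 20-1724, compounds incubated 30 min before bottom-read fluorescence at 590 nm.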
Fluorescein autfl – compound fluoresces in the fluorescein spectral region; AID 593; max fluorescein-equivalent concentration, M; Compound autofluorescence, 480/540 nm, fluorescein-equivalent; stronger effect = higher value; 59,000 tested, 0.91% active; in the data active means max fluorescein-equivalent concentration above about 10 nM; inconclusive means between about 1.1 nM and that limit
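Fluorescein stocks ranging 3 mM down to 300 nM, plus DMSO blanks, were pinned alongside compounds to build a per-plate standard curve. Buffer: 100 mM Tris, pH 8.0. Incubation 15 min, room temperature; filters 480/540 nm.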
Caspase-7 inhib – allosteric or competitive inhibitors of human caspase-7; P55210; recombinant caspase-7, Ac-DEVD-AFC fluorescence rate; Potency, µM (highest dose often 57.5 µM), for inactives: at the top dose activity change, negative = inhibition, hits mostly inhibitors; 75,000 tested, 0.02% active; active means well fitted inhibition curve with a large enough effect in the main read-out, with a control signal flat, not every such curve was filed as active; inconclusive means small, poorly fitted or top-dose-only effect, or a change in a side signal; further: potency means the concentration at half of the fitted maximal effect; % of control where 0% means no effect
Target sequence (P55210 24-198 limits assumed): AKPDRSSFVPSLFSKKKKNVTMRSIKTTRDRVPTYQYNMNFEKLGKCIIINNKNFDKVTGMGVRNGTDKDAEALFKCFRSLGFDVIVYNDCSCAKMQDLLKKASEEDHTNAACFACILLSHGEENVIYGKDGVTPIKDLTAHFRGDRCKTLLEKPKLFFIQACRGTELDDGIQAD
Target sequence (P55210 207-303 limits assumed): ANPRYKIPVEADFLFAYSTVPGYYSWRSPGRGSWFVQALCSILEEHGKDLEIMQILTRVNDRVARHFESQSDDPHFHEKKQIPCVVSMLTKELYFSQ
HADH2 inh – inhibitors of human HADH2 dehydrogenase. Q99714. recombinant HADH2, NADH fluorescence, beta-hydroxybutyryl-CoA. Potency, µM (highest dose often 57.1 µM), inactives show at the highest dose activity change, negative = inhibition, most hits filed as inhibitors. 73,000 tested, 3.4% active. AID 886; further: potency means the concentration at half of the fitted maximal effect; on the % scale 0 is the no-effect control and ±100 the full control effect; nearly all actives have a fitted effect of over 60% in size; many of its hits are not listed in these tables
Target sequence (Q99714 whole entry, looked up, one chain of several): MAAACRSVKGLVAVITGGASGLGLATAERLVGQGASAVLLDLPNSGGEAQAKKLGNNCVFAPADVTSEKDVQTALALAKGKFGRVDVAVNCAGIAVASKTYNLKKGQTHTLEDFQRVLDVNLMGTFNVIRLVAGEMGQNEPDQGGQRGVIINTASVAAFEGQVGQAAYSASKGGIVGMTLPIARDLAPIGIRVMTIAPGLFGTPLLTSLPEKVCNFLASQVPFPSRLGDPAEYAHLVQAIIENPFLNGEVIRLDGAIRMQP
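Buffer 100 mM Tris-HCl pH 9.0/0.01% Tween-20; HADH2 20 nM; NAD+ 1 mM; beta-hydroxybutyryl-CoA 90 uM (all final). 15 min cpd preincubation, RT.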
Tau filament bind – tau filament binding | P10636 | 71,000 tested, 2% active | Potency, µM (highest dose often 57.1 µM), inactives show at the top dose activity change, negative = inhibition | recombinant tau filaments, thioflavin S fluorescence, 15 h; filaments grown with octadecylsulfate alongside compound;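 further: potency means the concentration at half of the fitted maximal effect; on the % scale 0 is the no-effect control and ±100 the full control effect; actives lower thioflavin S fluorescence by blocking filaments or displacing dye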
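His-tagged recombinant human tau (exons 2, 3 and 10 included), 1 uM, was induced to fibrillize by 30 uM sodium octadecylsulfate with compound present. After 15 h at 37 C, thioflavine S fluorescence (ex 450, em 510 nm) was read.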
ERK AVP inh – inhibitors of vasopressin-stimulated ERK signaling pathway. HEK293-V1b, vasopressin-stimulated pERK AlphaScreen. Potency, µM (titrated, usually from 57.5 µM), without a hit: top-dose activity, negative = inhibition, most hits filed as inhibitors. 72,000 tested, 0.99% active. AID 995; further: potency means the concentration at half of the fitted maximal effect; on the % scale 0 is the no-effect control and ±100 the full control effect; nearly all actives have a fitted effect of over 55% in size
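qHTS, compounds titrated on V1b-expressing HEK293 cells. Preincubation 30 min at 37C, vasopressin 25 nM for 5 min, lysis 10 min, bead incubation 5 hr at room temperature.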
Rhodamine fluor – compound autofluorescence in rhodamine spectral region; Rhodamine-region fluorescence, 547/598 nm, Tris buffer; stronger effect = higher value; max dye-equivalent concentration, M; 59,000 tested, 0.05% active; AID 594; in the data active means max dye-equivalent concentration above about 11 nM; inconclusive means between about 1.1 nM and that limit
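Intensities are converted to rhodamine-equivalent concentration using a six-point rhodamine standard on each plate. Compounds sit 15 min at room temperature in 100 mM Tris buffer, pH 8.0; read uses the 547/598 nm excitation/emission pair.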
An asterisk follows results filed as active; i = inactive; ? = inconclusive; . = not tested or not shown; & = joins results of further samples; [ ] = remark or other dose. Unless noted, the call rests on the fitted dose curve; in most records, active means well fitted curve in the direction sought with a large enough effect; inconclusive means small, poorly fitted or top-dose-only effect, or another doubt; inactive means no such curve, though single readings can be large; an effect the other way counts as inactive or inconclusive. Only part of the results is shown (hit frequency here may not be typical).

SMILES	Caspase-1 inhib	TexasRed autofl	USP2a inhib	FLuc inh	HEK293 cAMP cs	Fluorescein autfl	Caspase-7 inhib	HADH2 inh	Tau filament bind	ERK AVP inh	Rhodamine fluor
O=c1cnc2cnc(Oc3ccccc3)nc2n1Cc1cccs1	-6%	i	52%[activator]	1%[11.4 µM]	20µM*	i	-2%	-2%	-9%	-17%	i
COC(=O)c1ccc2c(c1)N(Cc1cc(C)ccc1C)C(=O)c1ccccc1S2=O (configuration not stated)	2%	.	.	1%	3%	.	2%	7%	1%	-3%	.
COc1cc(NC(=O)c2ccco2)c(OC)cc1NC(=O)Nc1ccccc1Cl	-14%	i	22%	4%	-13%	i	-8%	32%[activator]	215%	32%	i
Cc1ccc(C(C(=O)NC(C)(C)C)N(C(=O)c2csnn2)c2ccccc2F)o1 (configuration not stated)	-1%	i	2%	5%	10%	i	1%	12%	-4%	-17%	i
O=C1C2C3C=CC(C3)C2C(=O)N1c1cccc(N2C(=O)C3C4C=CC(C4)C3C2=O)n1 (configuration not stated)	-5%	.	-1%	1%	-2%	.	-7%	-8%	33%	8%	.
O=C(COc1ccccc1O)N1CCN(C(=O)c2ccco2)CC1	2%	i	1%	-1%	10%	?	5%	6%	1%	-27%	i
CCN(CC)CP(=O)(c1ccccc1)c1ccccc1	-2%	.	4%	-1%	6%	.	0%	-13%	9%	-16%	.
CCCOc1ccc(-c2nnc(-c3ccncc3)o2)cc1	-1%	i	4%	-4%	15%	?	2%	5%	-6%	-12%	i
Cn1c(SC/C=C/c2ccccc2)nnc1-c1ccco1	-1%	?	0%	-2%	?	?	-4%	-1%	22%	-7%	i
O=S(=O)(Nc1cccnc1)c1cccc(C(F)(F)F)c1	-2%	i	-3%	3%	-1%	i	-2%	-6%	15%	5%	i
CCC1OCCC=CC1C (configuration not stated)	-1%[11.5 µM]	.	.	.	1%[11.4 µM]	.	0%[11.5 µM]	2%[11.4 µM]	.	-11%[11.5 µM]	.
O=C(NCCCN1CCOCC1)c1cc(-c2ccc(F)cc2)on1	-1%	i	-4%	0%	9%	i	0%	4%	4%	-5%	i
Cc1cc(C)cc(-n2ccnc2SCC(=O)Nc2ccc3c(c2)OCCO3)c1	-3%	i	2%	1%	?	i	-5%	16%	3%	-5%	i
O=C(NC1CCCCC1)N1CCC(n2c(=O)[nH]c3ccccc32)CC1	1%	.	.	2%	2%	.	0%	1%	0%	?	.
CCOc1ccc(-c2nnc3ccc(SCc4ccc(C(=O)OC)o4)nn23)cc1	0%	i	39%[activator]	2%	28%	i	0%	?	-2%	0%	i
CCOC(=O)CCCCC(=O)c1[nH]c(=O)[nH]c1CN1CCOCC1	0%	i	-1%	3%	-2%	i	-2%	0%	5%	-6%	i
Cc1cc(NC(=O)CSc2nnc(Cn3c(=O)sc4ccccc43)n2-c2ccccc2C)no1	-1%	.	.	0%	22%	.	2%	3%	49%	-25%	.
COCC(C)NS(=O)(=O)c1ccc(NC(=O)C(Cc2ccccc2)NC(N)=O)cc1 (configuration not stated)	3%	i	5%	6%	3%	?	0%	12%	6%	-1%	i
CCc1ccc(NC2CC(=O)N(c3ccc(OC)cc3OC)C2=O)cc1 (configuration not stated)	0%	i	12%	1%	-3%	?	0%	5%	-12%	?	i
CCc1ccccc1N1CC23C=CC(O2)C(C(=O)OCC(C)C)C3C1=O (configuration not stated)	-4%	.	.	2%	5%	.	1%	0%	-3%	.	.
O=C1CC(N2CCN(c3ccc(F)cc3)CC2)C(=O)N1Cc1cccs1 (configuration not stated)	-1%	i	-1%	0%	-3%	i	-2%	-4%	0%	-16%	i
COc1ccc(CCNC(=O)CCN2C(=O)COc3ccc(C)cc32)cc1OC	0%	i	10%	2%	1%	i	1%	8%	-9%	-18%	i
COc1ccc(OC)c(/C=c2\sc3nc(-c4cccs4)nn3c2=O)c1	-3%	i	37%[activator]	2%	2%	1.8e-07M*	4%	-16%	9%	22%	i
CCC(=O)N1c2ccc(S(=O)(=O)CCC(=O)NC3CCCC3)cc2CC1C (configuration not stated)	1%	?	-1%	6%	13%	?	-2%	-3%	1%	-2%	i
O=C(NCc1ccco1)c1cccn2c(=O)c3cc(Br)ccc3nc12	?	i	16%	-2%	6%	?	?	?	25µM*	-29%	i

Quoted at random: six entries already listed, in no set order.
SMILES	Caspase-1 inhib	TexasRed autofl	USP2a inhib	FLuc inh	HEK293 cAMP cs	Fluorescein autfl	Caspase-7 inhib	HADH2 inh	Tau filament bind	ERK AVP inh	Rhodamine fluor
COc1ccc(OC)c(/C=c2\sc3nc(-c4cccs4)nn3c2=O)c1	-3%	i	37%[activator]	2%	2%	1.8e-07M*	4%	-16%	9%	22%	i
O=C1CC(N2CCN(c3ccc(F)cc3)CC2)C(=O)N1Cc1cccs1 (configuration not stated)	-1%	i	-1%	0%	-3%	i	-2%	-4%	0%	-16%	i
O=C1C2C3C=CC(C3)C2C(=O)N1c1cccc(N2C(=O)C3C4C=CC(C4)C3C2=O)n1 (configuration not stated)	-5%	.	-1%	1%	-2%	.	-7%	-8%	33%	8%	.
O=S(=O)(Nc1cccnc1)c1cccc(C(F)(F)F)c1	-2%	i	-3%	3%	-1%	i	-2%	-6%	15%	5%	i
COc1cc(NC(=O)c2ccco2)c(OC)cc1NC(=O)Nc1ccccc1Cl	-14%	i	22%	4%	-13%	i	-8%	32%[activator]	215%	32%	i
COc1ccc(CCNC(=O)CCN2C(=O)COc3ccc(C)cc32)cc1OC	0%	i	10%	2%	1%	i	1%	8%	-9%	-18%	i

New compounds follow:
SMILES	Caspase-1 inhib	TexasRed autofl	USP2a inhib	FLuc inh	HEK293 cAMP cs	Fluorescein autfl	Caspase-7 inhib	HADH2 inh	Tau filament bind	ERK AVP inh	Rhodamine fluor
c1ccc(OCCSc2nnnn2C2CCCCC2)cc1	-3%	i	-9%	?	25µM*	i	-3%	-6%	-8%	-4%	i
CCc1cc2c(nc1CC)CCN(CC/C(C)=N/O[C@@H](C)c1cn([C@H](CO)Cc3ccccc3)nn1)C2	-2%&-4%[11.5 µM]	.	.	0%&0%[11.4 µM]	7%&3%[11.4 µM]	.	3%&2%[11.5 µM]	12%&6%[11.4 µM]	.	15%&-3%[11.5 µM]	.
O=C(Nc1ccccc1)OC[C@H](CN1CCCCC1)OC(=O)Nc1ccccc1	-1%[25.7 µM]	i	9%[17.1 µM]	5%[25.5 µM]	3%[25.6 µM]	?	-1%[25.7 µM]	5%[25.6 µM]	-9%[25.6 µM]	-1%[25.7 µM]	i
CCCCn1c(SCC(=O)OC)nc2c1c(=O)n(C)c(=O)n2C	0%	i	3%	1%	16%	i	0%	24%	-9%	16µM*	i
COc1ccccc1NC(=O)C1CCCN(S(=O)(=O)c2cnc[nH]2)C1 (configuration not stated)	2%	.	.	1%	10%	.	-1%	14%	75%	-21%	.
Cc1ccccc1-c1nc(N2CCN(C)CC2)c2ccccc2n1	-7%	i	28%	1%[2.29 µM]	18%	?	-8%	0%	3%	-25%	i
CCOc1ccc(C(C)=O)cc1CN1C(=O)NC2(CCCCC2C)C1=O (configuration not stated)	-1%	i	7%	0%	?	?	-2%	4%	-6%	15%	i
CC1CCCC(NC(=O)COC(=O)c2ccc(S(=O)(=O)N3CCOCC3)cc2)C1C (configuration not stated)	1%	?	35%[activator]	0%	1%	?	-2%	19%	-9%	-4%	i
CCC(C(=O)N1CCOCC1)n1c(C(=O)OC)cc2occc21 (configuration not stated)	1%	i	1%	3%	12%	i	0%	-22%	-5%	-8%	i
CCC(C)(c1ccc(C(=O)OC)s1)c1ccc(C(=O)OC)s1	-2%	.	-17%	0%	20µM*	.	-2%	-4%	-24%	46%[activator]	.
COC(=O)Nc1ccc(S(=O)(=O)N(C)CC(F)(F)C(F)F)cc1	0%	i	-6%	-2%	7%	?	1%	13%	-5%	14%	i
Cc1ccn2cc(CNS(=O)(=O)c3ccc(Cl)s3)nc2c1	-7%	.	.	2%	13%	.	-6%	8%	16%	.	.
COc1cccc(-n2c(Cc3cc(=O)[nH]c(=O)[nH]3)nnc2SCC(=O)N2CCCCCC2)c1	0%	.	.	2%	13%	.	2%	4%	-11%	-12%	.
c1ccc(Cc2ccc(OCCn3cncn3)cc2)cc1	-1%	i	12%	-1%	8%	?	-1%	1%	-12%	-14%	i
CCOc1ccccc1C(=O)N1CCN(c2cccc(Cl)c2)CC1	-1%	?	12%	0%	?	i	-1%	3%	36%	-11%	i
CC(=O)c1cn(CC(=O)NCc2ccc3c(c2)OCO3)c2ccccc12	1%	i	13%	1%	16%	i	0%	6%	94%	-15%	i
CC(C)Sc1nnc(Nc2ccccc2)s1	3%	?	-7%	?	5%	?	-2%	-12%	-4%	13%	i
CCOC(=O)C1(C)NC(c2ccccc2F)C2C(=O)N(c3cccc(C(C)=O)c3)C(=O)C21 (configuration not stated)	-9%	i	-2%	3%	2%	i	0%	0%	-3%	-12%	i
